Bioassay records (PubChem BioAssay)
GPR151 activ: activators of human GPR151. activation, % at 11.2 µM. PathHunter beta-arrestin GPR151 cells, luminescence. Q8TDV0. 650,000 tested, 1% active; in the data active = activation above about 4.9%;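 note: 0% = median of compound wells and 100% = cells with positive control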
Target sequence (Q8TDV0 whole entry, looked up): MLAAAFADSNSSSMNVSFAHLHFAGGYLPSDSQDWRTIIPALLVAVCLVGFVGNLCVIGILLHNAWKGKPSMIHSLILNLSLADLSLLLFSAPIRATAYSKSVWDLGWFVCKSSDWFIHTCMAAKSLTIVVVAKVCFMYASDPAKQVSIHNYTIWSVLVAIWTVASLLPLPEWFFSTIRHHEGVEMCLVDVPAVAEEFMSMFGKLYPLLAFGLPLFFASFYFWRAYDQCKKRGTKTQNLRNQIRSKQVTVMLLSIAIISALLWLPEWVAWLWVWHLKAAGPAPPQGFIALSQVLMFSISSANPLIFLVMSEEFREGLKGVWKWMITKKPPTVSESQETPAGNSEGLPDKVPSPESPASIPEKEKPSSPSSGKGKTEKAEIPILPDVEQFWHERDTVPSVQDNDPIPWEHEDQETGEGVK
MITF primary: human MITF inhibition, primary screen; O75030; inhibition, % at 2.6 µM; AlphaScreen MITF homodimerization, bead proximity signal; 650,000 tested, 0.91% active; in the data active = inhibition above about 50%;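 note: 0% = vehicle wells with protein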
TEAD-YAP inh: TEAD-YAP interaction inhibition | inhibition, % at 9.12 µM | HEK-TIYL cells, TEAD-Gal4/YAP UAS-luciferase luminescence | 640,000 tested, 1.4% active; in the data active = inhibition above about 32%;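 note: 0% = median of test compound wells and 100% = reference inhibitor wells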
FBW7 activator: activators of human E3 ligase FBW7; Q969H0; AlphaScreen FBW7–phospho-cyclin E peptide binding, activator screen; normalized activity (activation), % at 26.1 µM; 650,000 tested, 0.13% active; in the data active = normalized activity above about 1.9%;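 note: purified mutant Fbw7 with reduced substrate affinity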
Target sequence (Q969H0 whole entry, looked up): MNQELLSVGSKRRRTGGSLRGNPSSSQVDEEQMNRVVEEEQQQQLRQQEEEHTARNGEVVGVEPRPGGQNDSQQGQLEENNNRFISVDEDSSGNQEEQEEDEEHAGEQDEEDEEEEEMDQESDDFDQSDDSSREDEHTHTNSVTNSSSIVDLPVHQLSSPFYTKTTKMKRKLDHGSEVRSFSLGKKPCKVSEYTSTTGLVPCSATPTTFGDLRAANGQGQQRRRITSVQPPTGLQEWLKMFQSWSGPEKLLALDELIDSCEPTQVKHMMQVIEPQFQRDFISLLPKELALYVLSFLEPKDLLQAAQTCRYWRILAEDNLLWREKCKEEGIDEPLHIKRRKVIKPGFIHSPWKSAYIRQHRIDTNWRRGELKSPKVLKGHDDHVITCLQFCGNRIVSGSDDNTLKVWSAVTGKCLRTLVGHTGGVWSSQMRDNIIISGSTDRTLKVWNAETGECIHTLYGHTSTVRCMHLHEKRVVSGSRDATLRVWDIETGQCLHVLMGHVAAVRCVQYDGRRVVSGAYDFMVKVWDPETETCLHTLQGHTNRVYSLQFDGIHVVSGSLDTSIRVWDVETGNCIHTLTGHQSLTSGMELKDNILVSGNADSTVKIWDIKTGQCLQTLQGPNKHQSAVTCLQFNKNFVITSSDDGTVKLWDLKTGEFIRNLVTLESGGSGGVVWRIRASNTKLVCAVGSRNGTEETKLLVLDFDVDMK
* hit, by the source's call; & = joins results of further samples. This is a random part of the collection, and some 3.5% of all compounds hit somewhere here.

SMILES	GPR151 activ	MITF primary	TEAD-YAP inh	FBW7 activator
COc1ccc(C2=CC(c3ccccc3)n3ncnc3N2)cc1 (stereo not drawn)	1.1	4	-27	-0.1
CCN1C(=O)S/C(=C/c2ccc(-c3ccc(C(=O)O)cc3)o2)C1=O	-0.7	7	-58	-0.1
CC(C)(C)c1ccc(C2=N/C(=C/c3cccc4ccccc34)C(=O)O2)cc1	1.0	2	5	0.0
COC(=O)c1ccc(N=CC2=C(O)c3ccccc3C2=O)cc1	-0.7	6	-6	0.0
CCOC(=O)C1=C(C)N=c2s/c(=C\c3ccc(SC)cc3)c(=O)n2C1c1ccc(SC)cc1 (stereo not drawn)	0.3	-22	-8	0.1
C=CCNC(=O)Nc1cccc(Cl)c1	0.8	-3	-9	-0.1
CSc1nc2cc(Oc3ccc4ccccc4c3)c(Cl)cc2[nH]1	0.0	10	1	0.0
N#CCSc1nc2cc(C(=O)N3CCCCC3)ccc2c(=O)n1Cc1ccccc1	0.3	-25	-8	0.1
CN(CCO)S(=O)(=O)c1cccc(C(=O)O)c1	-1.6	10	-4	0.1
COc1ccccc1NC(=O)N(CCCN(C)C)Cc1cc2cc(C)ccc2[nH]c1=O	1.3	-4	-6	-0.2
CC(C)(C)SCCNC(=O)c1ccc(F)cc1	0.2	-16	-66	0.0
COc1ccccc1NC1=C(N2CCCCC2)C(=O)c2ccccc2C1=O	1.6	-2	62*	0.1
COc1cc2nc(N(C)CCCNC(=O)C3CCCO3)nc(N)c2cc1OC (stereo not drawn)	0.4&-2.3&-0.3	-17&12&22	-8&-2	-0.1&0.1&0.2
CCCc1cc(=O)[nH]c2nnc(SCC(=O)Nc3ccc(NC(C)=O)cc3)n12	-1.1	13	-3	0.6
O=C1NC(CC(=O)N2CCC(n3nnc(-c4ccc(F)cc4)n3)CC2)c2ccccc21 (stereo not drawn)	0.9	22	8	0.1

The list goes on (5 carried over from the part before).
SMILES	GPR151 activ	MITF primary	TEAD-YAP inh	FBW7 activator
CC(C)(C)SCCNC(=O)c1ccc(F)cc1	0.2	-16	-66	0.0
COc1ccccc1NC1=C(N2CCCCC2)C(=O)c2ccccc2C1=O	1.6	-2	62*	0.1
COc1cc2nc(N(C)CCCNC(=O)C3CCCO3)nc(N)c2cc1OC (stereo not drawn)	0.4&-2.3&-0.3	-17&12&22	-8&-2	-0.1&0.1&0.2
CCCc1cc(=O)[nH]c2nnc(SCC(=O)Nc3ccc(NC(C)=O)cc3)n12	-1.1	13	-3	0.6
O=C1NC(CC(=O)N2CCC(n3nnc(-c4ccc(F)cc4)n3)CC2)c2ccccc21 (stereo not drawn)	0.9	22	8	0.1
O=C(O)COc1ccc(C2C3CC4CC(C3)CC2C4)cc1 (stereo not drawn)	1.5	-11	-20	-0.1
Cc1ccc(S(=O)(=O)Nc2cccc3ccccc23)cc1	0.6	32	1	0.2
O=C(N/C(=C\c1cccc([N+](=O)[O-])c1)C(=O)N1CCCCC1)c1ccc([N+](=O)[O-])cc1	0.2	3	6	0.0
O=C(Nc1nc(-c2cc3ccccc3o2)cs1)c1ccco1	-0.1	0	-23	-0.1
Cc1ccc(NC(=O)CCS(=O)(=O)c2ccc(C)c(C)c2)cc1	-1.3	8	4	0.1
CC(=O)Nc1cccc2nc(CN3CCC(CO)(Cc4ccccc4Cl)CC3)ccc12	1.2	1	-6	0.0
CC1CCc2c(sc(NC(=O)C(C)Oc3cccc(Cl)c3)c2C(=O)Nc2ccccn2)C1 (stereo not drawn)	0.7	-7	-8	-0.2
CCOC(=O)c1cc(S(=O)(=O)N(C)Cc2ccccc2)cn1C	-0.7	0	-6	-0.1
COc1ccccc1N1CCN(c2ncnc3sc(C(=O)Nc4ccc5c(c4)OCO5)c(C)c23)CC1	-1.5	21	-13	0.4
CCCCC(=O)N1c2ccccc2NC2=C(C(=O)CC(C)(C)C2)C1c1ccc(OC)cc1OC (stereo not drawn)	-0.4	11	2	0.1
CC(C)N(CCNS(=O)(=O)c1ccccc1)C(C)C	1.6	5	-4	-0.2
CCOC(=O)C(=O)NC(NC(=O)C(=O)OCC)c1ccc(Br)cc1	0.1	10	-2	0.0
Cc1nc2c3ccccc3nc(NNC(=O)CCC(=O)NC(C)C)n2n1	-1.2	14	-6	0.2
COC(=O)c1ccc(C(=O)Nc2ccc(I)cc2)cc1	-0.3	3	-11	0.1
COc1ccccc1N1CCN(C(=O)c2sc3nc[nH]c(=O)c3c2C)CC1	-0.6	2	-1	-0.1
Nc1ncnc(SC2=NCCS2)c1[N+](=O)[O-]	2.7	3	-14	-0.1
CCOc1cccc2c1OC1(C)C(C(=O)N(C)C)C2NC(=S)N1CCOC (stereo not drawn)	0.4	9	-9	0.1
CCN(Cc1ccncc1)Cc1ccc2c(c1)CN(C(=O)c1ccc(OC)cc1)CCO2	1.1	0	-11	-0.1
Cc1cc(C)n2nc(-c3ccc(C(C)(C)C)cc3)cc2n1	-0.5	6	-46	0.0
CCOC(=O)C1(Cc2ccccc2)CCN(Cc2nc(CC)[nH]c2C)CC1	0.7	1	-2	0.0
C[C@H](Cn1nnc2ccccc21)NC(=O)CCc1nc2ccccc2s1	-0.7	-10	9	-0.1
COc1cc(C(=O)Nc2nc3ccc4nc(C)sc4c3s2)cc(OC)c1OC	-1.6	0	4	0.0
O=C(c1cc(-c2cccs2)[nH]n1)N1CCC(Cn2cccn2)CC1	-2.4	-8	-22	0.1
CC(C)n1cnc2c(Nc3ccccc3)nc(N3CCc4ccccc4C3)nc21	-2.3	1	-9	-0.1
CCOC(=O)C1=C(C)NC2=C(C(=O)C(C(=O)OCC)C(c3cccc(OC)c3)C2)C1c1cccs1 (stereo not drawn)	0.0	3	-7	0.0
COc1ccccc1Oc1c(F)c(F)nc(N2CCOCC2)c1F	0.2	-6	-8	-0.1
CC1(C)[C@H]2CC=C(CN3CCc4nnc(CCNC(=O)C5CCCCC5)n4CC3)[C@@H]1C2	-0.8	-2	-2	0.0
Cn1nc(C(=O)Nc2ccc(F)c(F)c2F)ccc1=O	0.4	8	2	0.0
CCN1C(=O)CC(N2CCC(Nc3ccc(OC)cc3)CC2)C1=O (stereo not drawn)	-1.1	19	-6	1.0
COc1ccccc1NC(=O)C1=C(C)NC(SCC(=O)Nc2ccc(Cl)c(Cl)c2)=C(C#N)C1c1ccccc1 (stereo not drawn)	1.7	-2	10	0.0
Cc1ccc(C(=O)CNc2cccc([N+](=O)[O-])c2)cc1	0.7	-5	-38	0.3
CC(C)(C)c1ccc(OCC(O)Cn2cnc3ccccc32)cc1 (stereo not drawn)	1.8	-3	-18	-0.1
Cc1cccc2cc(CNCCO)c(Cl)nc12	-0.9	1	2	0.0
CCCCn1c(SCc2cccc([N+](=O)[O-])c2)nc2c(sc(=S)n2-c2ccccc2OC)c1=O	-0.5	19	0	0.0
COc1ccc(NC(=O)c2ccc(-c3ccccc3[N+](=O)[O-])o2)cc1Cl	0.3	-2	-69	0.0
Cc1ccc(CNC(=O)Cn2cccc2)cc1	-1.1	13	4	0.2
NC(=O)c1ccc(NC(=O)COc2ccc([N+](=O)[O-])cc2Cl)cc1	-1.8	6	0	0.0
O=C(CN1CCOCC1)N1CCCc2c1c(=O)oc1ccc(O)cc21	1.9	15	19	0.0
O=C(Nc1ccc(OC(F)(F)F)cc1)c1ccc(N2CC3CC(C2)c2cccc(=O)n2C3)c(NC(=O)c2cc3ccccc3oc2=O)c1 (stereo not drawn)	-0.4	5	0	-0.1
COc1ccccc1C(=O)Nc1nnc(-c2ccc(Cl)cc2)o1	5.5*	-2	-18	-0.1
O=C(CSc1nc2ccccc2s1)NCCC12CC3CC(CC(C3)C1)C2	-0.3	-17	1	0.1
Cc1cc2c(cc3c(=O)n(CC(=O)N4CCC(C)CC4)nc(C)n32)o1	-1.1	2	-5	0.1
Cc1cc(N2CCCC2)c(C)cc1C=C(C#N)C#N	0.0	3	1	0.1
CC(=O)Nc1ccc(NC(=O)c2cnc(NCc3ccc4c(c3)OCO4)s2)cc1	-0.1	9	5	0.2
COCCNC(=O)CSc1nc2ccccc2c(=O)n1CC1CCCO1 (stereo not drawn)	0.1	12	4	0.7
COc1ccc(C(C(=O)NC2CCCC2)N(C(=O)c2csnn2)c2ccccc2)cc1 (stereo not drawn)	1.4	5	-10	0.3
CCc1ccc(C2C(C#N)=C(N)N(N3CCOCC3)C3=C2C(=O)CC(C)(C)C3)cc1 (stereo not drawn)	2.5	3	11	0.0
COCCOC(=O)C1=C(N)OC2=C(C(=O)CCC2)C1c1ccc(C(=O)OC)cc1 (stereo not drawn)	0.3	2	0	0.3
O=C(N/N=C/c1ccc([N+](=O)[O-])o1)c1cccc(S(=O)(=O)N2CCOCC2)c1	1.4	3	-5	-0.3
CCn1c(COc2ccccc2)nnc1SCC(=O)Nc1cccc(Br)c1	-1.7	12	8	0.3
CC(C)n1c(=O)c(=O)[nH]c2cc(C(F)(F)F)ccc21	-0.9	2	-2	0.0
O=C1N(Cc2cccnc2)C[C@@H]2C[C@@H](c3ccc(OC4CCCC4)cc3)N3CCC[C@@]123	-1.3	-3	0	0.7
Cc1ccc(NC(=O)C(C)(C)C)cc1[N+](=O)[O-]	0.7	15	5	0.6
COc1ccc2c(c1)-c1nc(-n3ncc(C(=O)NCc4cccc(C)n4)c3C)ncc1CC2	-0.7	2	5	0.0
Cn1c(/C(C#N)=C(\O)c2ccco2)nc2ccccc21	-0.9	7	-24	-0.2
CC(C)n1c(N2CCOCC2)nc2c(N)ncnc21	-2.4	3	3	-0.1
O=C(Nc1cc([N+](=O)[O-])ccc1O)c1csc2c1CCCC2	-2.0	11	-35	0.1
CC(C)[C@H](NC(=O)c1ccco1)C(=O)OCC(=O)Nc1cccnc1Cl	-0.1	8	0	-0.1
Nc1ncnc(Nc2ccc(OC(F)(F)F)cc2)c1[N+](=O)[O-]	0.5	2	1	-0.2
CC(C)Cn1cc(C(=O)N2CCCC2)c2c3ccccc3n(C)c2c1=O	-0.8	-2	-2	-0.1

The listing continues:
SMILES	GPR151 activ	MITF primary	TEAD-YAP inh	FBW7 activator
O=C(Nc1ccc(Cl)cc1)c1nn2c(C(F)(F)F)cc(-c3ccccc3)nc2c1Br	-0.6	11	-2	-0.2
FC(F)(F)c1ccc(Cn2cnc3c(NCCOc4ccccc4)nc(NCc4cccnc4)nc32)cc1	0.0	4	-8	-0.1
CCCCNC(=O)c1cc(OC)cc(OC)c1	-0.1	-9	0	-0.1
O=C(CCn1c(=O)[nH]c2ccccc2c1=O)NCc1ccc(Cl)cc1	0.1	-11	-2	-0.1
Cc1ccc(OCC(=O)Nc2cccc(-c3nc4cc(C)ccc4o3)c2)cc1	0.2	5	-5	0.0
O=c1[nH][nH]c(=O)c2cc(N3CCCC3)ccc12	0.5	3	1	-0.1
Cc1ccc(NC(=O)c2n[nH]c(=O)c3ccccc23)cc1F	0.2	0	-22	-0.1
Cc1cc(NC(=O)CN2C(=O)c3cccc([N+](=O)[O-])c3C2=O)ccc1Br	0.3	3	3	0.1
CCCCN1C(=O)c2cccc3cc(N)cc(c23)C1=O	-0.4	7	-1	-0.5
Cc1nn(CC(=O)NCc2ccccc2Br)c(=O)c2cc3occc3n12	-1.3	3	7	-0.1
COC(=O)c1c(C)oc2ccc(N(C(C)=O)S(=O)(=O)c3cccc4cccnc34)cc12	0.0	8	28	0.2
COc1ccc(NC(=O)c2ccc(Br)o2)c([N+](=O)[O-])c1	-0.4	1	-39	-0.2
CCC1=NN2C(=N)/C(=C/c3ccc(OCCOc4ccc(C)cc4C)cc3)C(=O)N=C2S1	0.0	14	-17	0.3
C=CCOc1ccccc1/C=C1/SC(=S)NC1=O	-0.4	20	13	0.0
COC(=O)c1nnn(CC(=O)Nc2ccc(Oc3ccccc3)cc2)c1N	-0.1	-15	0	-0.1

5 structures out of the list, arranged by length of the SMILES, highest first.
SMILES	GPR151 activ	MITF primary	TEAD-YAP inh	FBW7 activator
FC(F)(F)c1ccc(Cn2cnc3c(NCCOc4ccccc4)nc(NCc4cccnc4)nc32)cc1	0.0	4	-8	-0.1
O=C(Nc1ccc(Cl)cc1)c1nn2c(C(F)(F)F)cc(-c3ccccc3)nc2c1Br	-0.6	11	-2	-0.2
Cc1cc(NC(=O)CN2C(=O)c3cccc([N+](=O)[O-])c3C2=O)ccc1Br	0.3	3	3	0.1
COc1ccc(NC(=O)c2ccc(Br)o2)c([N+](=O)[O-])c1	-0.4	1	-39	-0.2
CCCCN1C(=O)c2cccc3cc(N)cc(c23)C1=O	-0.4	7	-1	-0.5

Continuation.
SMILES	GPR151 activ	MITF primary	TEAD-YAP inh	FBW7 activator
CCOC(=O)N1CCC(N2CCCC(Cc3ccccc3)(C(=O)OCC)C2)CC1 (stereo not drawn)	1.6	6	12	-0.1
COc1ccc(C=O)cc1Cn1cnc2cc(C)c(C)cc21	0.2	-1	-7	-0.2
COc1ccccc1NC(=O)C1C2C=CC(C2)C1C(=O)O (stereo not drawn)	-1.2	16	9	0.0
OCCC1CN(Cc2cc(F)cc(F)c2)CCN1Cc1ccccc1F (stereo not drawn)	0.1	15	3	0.0
O=C(O)c1ccc2c(c1)OCCOCCOCCOCCO2	-0.7	2	-3	0.0
COc1ccc(C(=O)N2CCN(c3ccc(Cl)cc3)CC2)c(OC)c1	0.7	11	16	-0.2
O=C(CN1C(=O)/C(=C\c2cccc(F)c2)Oc2ccccc21)NC1CCCC1	-0.5	-4	-9	0.0
COC(=O)c1ccc(CSc2nc3ccccc3s2)cc1	-6.4	6	-14	0.4
COc1cc(NS(=O)(=O)c2ccc(NC(=O)c3ccccc3)cc2)nc(OC)n1	0.7	2	-2	0.0
COc1ccccc1N1CCN(NS(=O)(=O)c2cc(Br)cc3c2N(C(C)=O)CC3)CC1	-0.5	-3	-11	0.1
Cn1c(SCC(=O)Nc2ccc(Br)cc2)nnc1-c1ccc(N)cc1	5.3*	3	17	-0.2
